# NALP1 inh – NALP1 inflammasome inhibitors in reconstituted yeast, colorimetric, S. cerevisiae, triplicate retest; S. cerevisiae NALP1/ASC/caspase-1 growth, X-gal OD620, 72 h; inhibition, % at 10 µM; actives 0.61% (n = 280,000); in the data active = inhibition mostly above about 24%, no sharp cut-off; inactive = mostly below about 32%; note: some compounds called inactive have numbers as strong as hits
# V1R ag counter – agonists of human V1a receptor, primary screen, counter-screen for OXTR agonist project, fluorescence, CHO-V1R cells; Vasopressin V1a receptor (Homo sapiens), P37288; Fluo-8 calcium fluorescence, agonist mode; 0% DMSO, 100% 3 nM vasopressin; activation, % at 3 µM; actives 0.25% (n = 320,000);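 active = activation above the mean activation of all tested compounds plus 3 SD, per screening run, cut at about 20% in these data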;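 note: signal is peak over basal fluorescence ratio across a 100 second FLIPR read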
# GalR3 antag – GalR3 antagonists in HEK293 cells, primary screen, cell-based, fluorescence readout. Galanin receptor type 3 (Homo sapiens), O60755. HEK293 GalR3-CNG cAMP membrane potential fluorescence; galR3 body fused to GalR1 C-terminus. inhibition, % at 3 µM. actives 0.44% (n = 360,000). AID 651719, 2012;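 active = inhibition above the screen-wide average plus 3 SD, cut at about 13% in these data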;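 note: forskolin and galanin both at EC90 stimulate the cells; cAMP rise reported by CNG channel membrane potential dye signal; 0% = forskolin plus galanin with DMSO and 100% = forskolin alone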
# Target sequence (O60755 1-299 limits assumed): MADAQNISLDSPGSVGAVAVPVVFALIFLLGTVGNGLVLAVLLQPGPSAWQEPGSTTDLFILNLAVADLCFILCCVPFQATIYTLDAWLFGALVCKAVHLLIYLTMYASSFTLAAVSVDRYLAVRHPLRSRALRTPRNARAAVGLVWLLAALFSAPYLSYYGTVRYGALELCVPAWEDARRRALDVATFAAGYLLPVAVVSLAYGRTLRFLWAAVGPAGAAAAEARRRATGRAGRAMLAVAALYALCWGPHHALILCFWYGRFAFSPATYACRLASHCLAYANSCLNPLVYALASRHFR
# OXTR ag – human OXTR agonists, primary screen, fluorescence, CHO-OTR cells, Fluo-8 calcium. AID 2435, 2010. Oxytocin receptor (Homo sapiens), P30559. Fluo-8 calcium fluorescence; normalized: DMSO 0%, oxytocin 100%. actives 0.32% (n = 320,000). activation, % at 3 µM;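 active = activation above the mean of all tested compounds plus 3 SD, cutoff set per screening run, cut at about 20% in these data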;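 note: peak over basal fluorescence ratio from a 100 s FLIPR kinetic read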
# Target sequence (P30559 whole entry, looked up): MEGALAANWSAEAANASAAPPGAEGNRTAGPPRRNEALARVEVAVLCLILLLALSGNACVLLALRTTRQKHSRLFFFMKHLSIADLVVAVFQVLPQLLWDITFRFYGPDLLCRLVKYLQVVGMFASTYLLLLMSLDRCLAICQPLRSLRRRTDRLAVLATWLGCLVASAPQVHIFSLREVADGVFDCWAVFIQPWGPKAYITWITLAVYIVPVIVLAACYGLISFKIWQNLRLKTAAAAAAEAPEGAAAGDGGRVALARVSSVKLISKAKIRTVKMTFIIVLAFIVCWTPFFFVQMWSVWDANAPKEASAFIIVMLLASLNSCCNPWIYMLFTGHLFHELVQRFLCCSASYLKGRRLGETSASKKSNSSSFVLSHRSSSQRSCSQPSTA
# M18AAP inhibitor – PfM18AAP inhibitors, malaria aminopeptidase, primary screen, biochemical, QFRET, recombinant enzyme; inhibition, % at 7.35 µM; actives 1.2% (n = 290,000); AID 1822, 2009; M18 aspartyl aminopeptidase (Plasmodium falciparum 3D7); H-Glu-NHMec fluorogenic cleavage;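 active = inhibition above the campaign mean inhibition over all tested compounds plus 3 SD, cut at about 28% in these data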;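 note: 0% = plate median of test compound wells and 100% = 2 mM ZnCl2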
# MEKK2mut PB1 HTS – MEK5 binding signal on mutant MEKK2 PB1, primary screen, biochemical, multiplex bead flow cytometry, Alexa488-MEK5; actives 0.35% (n = 290,000); Alexa488-MEK5 binding to MEKK2 mutant; percent response, % at 10 µM; in the data active = percent response above about 24%, passing the limit was not always enough; note: inactives centre near 1; some results filed as inactive read as strong as hits
# GPR7 antag – GPR7 receptor antagonists, primary screen, cell-based, fluorescence, single concentration; inhibition, % at 4.4 µM; Neuropeptides B/W receptor type 1 (Homo sapiens), P48145; GPR7-expressing cells, fluorescence antagonist assay; actives 1.1% (n = 290,000); in the data active = inhibition above about 16%, passing the limit was not always enough;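 note: cells stimulated with the agonist NPW; 0% = agonist with vehicle and 100% = vehicle without agonist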
# Target sequence (P48145 whole entry, looked up): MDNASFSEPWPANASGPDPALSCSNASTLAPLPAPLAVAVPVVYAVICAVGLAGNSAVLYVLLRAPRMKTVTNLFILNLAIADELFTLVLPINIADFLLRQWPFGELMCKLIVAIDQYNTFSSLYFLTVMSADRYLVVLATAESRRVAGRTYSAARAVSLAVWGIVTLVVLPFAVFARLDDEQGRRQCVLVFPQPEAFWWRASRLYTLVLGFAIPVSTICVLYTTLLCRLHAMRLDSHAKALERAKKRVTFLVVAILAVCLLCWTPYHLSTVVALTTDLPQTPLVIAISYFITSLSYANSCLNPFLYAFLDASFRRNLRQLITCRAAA
# OXTR potentiate – human OXTR potentiators, primary screen, fluorescence, CHO-OTR cells, Fluo-8 calcium | Oxytocin receptor (Homo sapiens), P30559 | Fluo-8 calcium fluorescence, potentiator mode; 0% = oxytocin EC15, 100% = EC100 | activation, % at 3 µM | actives 0.061% (n = 320,000);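 active = activation above that plate's cutoff, the mean activation of tested compounds plus 3 SD, cut at about 6.6% in these data, passing the limit was not always enough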;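 note: 100% uses oxytocin at 75 nM as the full agonist control; some results filed as inactive read as strong as hits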
#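 Material: human OTR in CHO cells. Compound: 3.0 µM, one dose. Timing: compound 6 min at room temperature before oxytocin, 100 s read. Evaluation: % activation of max/min ratio relative to oxytocin controls. Replication: single well per compound, singlicate. Signal: Fluo-8 calcium dye fluorescence.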
# MEKK2 WT-MEK5 – modulators of MEK5 binding to wildtype MEKK2, primary screen, biochemical, multiplex bead flow cytometry, Alexa488-MEK5; Alexa488-MEK5 binding to MEKK2 WT; actives lie on both sides; binding response (% of control), % at 10 µM; AID 1531, 2009; actives 1.1% (n = 290,000); in the data active = binding response below about 67% or above about 130%
# The depositor's hits bear a star; . = not tested or not shown.
1) CCOC(=O)C1CCN(C(=O)COc2ccc(S(=O)(=O)NC(C)C)cc2)CC1
2) Cc1c(C(=O)NCC2COc3ccccc3O2)oc2ccc(S(=O)(=O)N(C)C3CCCCC3)cc12 (configuration not stated)
3) COc1cccc2cc(CC(=O)c3ccc(C)cc3C)c(=O)oc12
4) Cc1cc(C)cc(OCC(=O)NNC(=O)c2cc(C)[nH]n2)c1
5) COc1ccccc1Cn1nnc2c(=O)[nH]c(C3CCN(C(=O)c4ccc(C)cc4)CC3)nc21
6) CC(C)CC(=O)Nc1cccc(NC(=O)CC(C)C)n1
7) COc1cc(N2C(=O)c3ccccc3C2=O)c(Cl)cc1C(=O)OCC(=O)N(C)C
8) COc1ccc2c(CSc3nc4nc(C)cc(C)n4n3)cc(=O)oc2c1
compound no.	1	2	3	4	5	6	7	8
OXTR potentiate	-5	-8	-7	4	-2	-4	-8	5
NALP1 inh	2	5	-8	-6	11	28	15	9
MEKK2mut PB1 HTS	-2	7	0	-10	.	-2	-6	6
V1R ag counter	-0.4	0.2	2.4	0.4	-0.4	-0.6	-0.5	0.1
GalR3 antag	-5	2	-10	-3	-3	0	-1	8
M18AAP inhibitor	0	14	4	0	-3	0	3	-11
OXTR ag	-1.6	0.9	0.4	0.2	-0.2	-1.1	0.3	-0.8
GPR7 antag	-6	-2	-18	-15	-11	-10	-12	-7
MEKK2 WT-MEK5	99	106	100	91	.	91	98	123

9) CN(CC(=O)NC1CC1)S(=O)(=O)c1cc(Cl)ccc1Cl
10) CCOc1ccccc1CN1CCN(Cc2cccc3nonc23)CC1CCO (configuration not stated)
11) CCNS(=O)(=O)c1ccc2c(c1)n(C)c(=O)n2C
12) CCS(=O)(=O)N1CCC(c2nc3ccccc3[nH]2)CC1
13) CCOc1ccc(C(=O)NCC(=O)N2CCc3ccccc3C2)cc1OCC
14) O=C(COC(=O)c1ccc(Cl)cc1[N+](=O)[O-])NC(=O)c1ccccc1
15) CCN(C1CCS(=O)(=O)C1)S(=O)(=O)c1ccc(OC)c(OC)c1 (configuration not stated)
16) COc1ccc(/C=N/NC(=O)OC(C)(C)C)cc1OC
compound no.	9	10	11	12	13	14	15	16
OXTR potentiate	.	-10	-6	-21	1	-1	-3	-7
NALP1 inh	4	-9	29	7	12	8	.	30
MEKK2mut PB1 HTS	-6	-12	9	-1	.	5	.	-1
V1R ag counter	.	1.6	1.0	-0.1	-1.3	0.0	0.2	2.7
GalR3 antag	-2	-2	-4	6	-7	-3	1	-12
M18AAP inhibitor	4	3	2	-3	-7	-13	.	-8
OXTR ag	.	1.3	1.3	-1.5	-0.5	0.0	0.2	2.0
GPR7 antag	2	8	-6	-1	3	4	.	-5
MEKK2 WT-MEK5	95	90	106	98	.	105	.	98

17) CCOc1ccc(S(=O)(=O)NCCC(=O)N2CC(C)CC(C)C2)cc1 (configuration not stated)
18) CCOC(=O)N1CCC(N(CCN(C)C)C(=S)Nc2ccccc2Cl)CC1
19) Cc1cc(C)cc(-n2c(C)cc(/C=N/NC(=O)CN(c3c(C)cccc3C)S(C)(=O)=O)c2C)c1
20) CC(NC(=O)COc1cccnc1[N+](=O)[O-])c1ccc(Cl)cc1 (configuration not stated)
21) O=C(NC(=S)Nc1ccc(S(=O)(=O)N2CCCCCC2)cc1)c1cccs1
22) COc1cc(/C=C(\C#N)c2ccccn2)ccc1OCC(=O)Nc1ccc(Br)cc1
23) COC(=O)C1(C)NCCc2c1[nH]c1ccccc21 (configuration not stated)
24) CCCn1nnnc1SCC(=O)Nc1sc(C)c(C)c1C#N
compound no.	17	18	19	20	21	22	23	24
OXTR potentiate	-10	5	-11	-14	-9	-15	7	-5
NALP1 inh	.	10	18	7	23	6	.	.
MEKK2mut PB1 HTS	.	-1	-6	-6	0	-3	.	-20
V1R ag counter	-0.2	0.5	0.9	4.6	0.4	0.6	0.8	1.1
GalR3 antag	-3	-7	-6	-9	-4	-3	-5	.
M18AAP inhibitor	.	-9	-4	11	-2	-4	.	5
OXTR ag	-1.9	1.1	-0.8	3.5	-0.4	-1.1	1.4	1.5
GPR7 antag	.	-17	-4	13	-3	0	.	-7
MEKK2 WT-MEK5	.	103	96	94	105	91	.	84

25) Cc1ccc(NS(=O)(=O)Cc2ccccc2)cc1Cl
26) Cc1ccc(C(OC(=O)c2ccco2)C(=O)NC(C)(C)C)cc1 (configuration not stated)
27) Cc1cccc(CC2S/C(=N/c3cccc(C)n3)NC2=O)c1 (configuration not stated)
28) Cc1ccc(C(=O)N2CC(C)CC(C)C2)cc1S(=O)(=O)N1CCCCC1 (configuration not stated)
29) CCn1c(SCCN2CCOCC2)nc2c1c(=O)n(C)c(=O)n2C
30) COC(=O)C1C(C(C)C)N(c2ccccc2)OC1(C)O (configuration not stated)
31) Cc1ccc(S(=O)(=O)N2CCCc3cc(NC(=O)c4c(F)cccc4F)ccc32)cc1
32) Cc1ccnc(NS(=O)(=O)c2ccc(NC(=O)c3ccc(N4C(=O)CCC4=O)cc3)cc2)n1
compound no.	25	26	27	28	29	30	31	32
OXTR potentiate	-16	-6	-8	-3	-11	1	-11	-12
NALP1 inh	-3	-15	0	.	15	6	15	43
MEKK2mut PB1 HTS	3	5	4	.	4	-10	-4	-2
V1R ag counter	1.8	-0.5	0.1	-0.8	-0.1	0.5	0.8	0.8
GalR3 antag	-6	-9	-2	4	-4	-1	-8	1
M18AAP inhibitor	-1	-5	1	.	-3	0	-10	1
OXTR ag	-2.4	-1.8	-0.6	-0.5	-0.1	0.0	-0.1	-0.4
GPR7 antag	-6	-10	-13	.	-21	-8	0	-11
MEKK2 WT-MEK5	106	103	100	.	110	87	92	102

33) O=C(NCC1COc2ccccc2O1)c1ccc(-n2cncn2)c([N+](=O)[O-])c1 (configuration not stated)
34) CCN(CC)C(=O)CN(Cc1ccccc1)S(=O)(=O)c1ccc(F)cc1
35) COc1ccc(C(=O)C2CCCN(C(=O)c3noc4c3CCCC4)C2)cc1F (configuration not stated)
36) O=C(Cc1ccc(Cl)cc1)NC(=S)Nc1ccccc1O
37) CS(=O)(=O)c1ccc2nc(NC(=O)C3C4C=CC(C4)C3C(=O)O)sc2c1 (configuration not stated)
38) CCCCn1c(=O)[nH]c(=O)c2c1nc(-c1ccc(-c3ccc(F)cc3)o1)n2C
39) N#Cc1c(N)c2ccccn2c1C(=O)c1ccc(Br)cc1
40) CN(C)CCCCOc1cccc(Br)c1
compound no.	33	34	35	36	37	38	39	40
OXTR potentiate	-7	-11	-5	-27	-9	-1	-13	-6
NALP1 inh	.	-1	9	.	28	.	12	30
MEKK2mut PB1 HTS	.	5	-7	1	4	3	1	2
V1R ag counter	1.6	-1.0	0.6	48*	0.3	0.5	0.7	0.1
GalR3 antag	-2	-6	-2	-9	-4	-5	-9	-1
M18AAP inhibitor	.	-2	4	10	-11	-6	8	6
OXTR ag	2.3	1.5	-0.8	55*	0.4	0.6	-2.5	0.7
GPR7 antag	.	-8	18	80*	-13	-6	-13	-3
MEKK2 WT-MEK5	.	109	89	100	102	88	100	101

# Random excerpt: seven records from the list
34) CCN(CC)C(=O)CN(Cc1ccccc1)S(=O)(=O)c1ccc(F)cc1
37) CS(=O)(=O)c1ccc2nc(NC(=O)C3C4C=CC(C4)C3C(=O)O)sc2c1 (configuration not stated)
40) CN(C)CCCCOc1cccc(Br)c1
39) N#Cc1c(N)c2ccccn2c1C(=O)c1ccc(Br)cc1
35) COc1ccc(C(=O)C2CCCN(C(=O)c3noc4c3CCCC4)C2)cc1F (configuration not stated)
38) CCCCn1c(=O)[nH]c(=O)c2c1nc(-c1ccc(-c3ccc(F)cc3)o1)n2C
33) O=C(NCC1COc2ccccc2O1)c1ccc(-n2cncn2)c([N+](=O)[O-])c1 (configuration not stated)
compound no.	34	37	40	39	35	38	33
OXTR potentiate	-11	-9	-6	-13	-5	-1	-7
NALP1 inh	-1	28	30	12	9	.	.
MEKK2mut PB1 HTS	5	4	2	1	-7	3	.
V1R ag counter	-1.0	0.3	0.1	0.7	0.6	0.5	1.6
GalR3 antag	-6	-4	-1	-9	-2	-5	-2
M18AAP inhibitor	-2	-11	6	8	4	-6	.
OXTR ag	1.5	0.4	0.7	-2.5	-0.8	0.6	2.3
GPR7 antag	-8	-13	-3	-13	18	-6	.
MEKK2 WT-MEK5	109	102	101	100	89	88	.

# (cont.)
41) COc1ccc(C)cc1NC(=O)CNC(=O)[C@@H]1Cc2ccccc2CN1
42) CCCNC(=O)CS(=O)Cc1nc(-c2ccccc2C)oc1C (configuration not stated)
43) CN(C)c1nc(N)nc(Cn2nnc(-c3ccc(C(F)(F)F)cc3)n2)n1
44) S=C(Nc1ccc(N2CCOCC2)cc1)Nc1ccc2nc(-c3ccco3)c(-c3ccco3)nc2c1
45) O=C(CSc1nnc(-c2cccnc2)n1-c1ccccc1)Nc1ccc2c(c1)OCO2
46) COc1ccc(-c2cn(-c3ccc(OC)cc3)c3[n+]2-c2ccccc2CC3)cc1
47) CCN(CC)S(=O)(=O)c1ccc2c(c1)nc(CCC(=O)Nc1ccc(N3CCOCC3)cc1)n2C
48) COc1cc(S(=O)(=O)N2CCN=C2c2ccccc2)c(OC)cc1Cl
compound no.	41	42	43	44	45	46	47	48
OXTR potentiate	-7	-6	-3	-11	-3	-8	-10	-5
NALP1 inh	-2	-20	9	11	8	34	0	-7
MEKK2mut PB1 HTS	-1	13	3	.	-6	-1	-1	0
V1R ag counter	0.5	0.6	0.1	9.1	-0.3	0.4	1.4	0.6
GalR3 antag	-11	.	5	-5	-5	0	-8	-2
M18AAP inhibitor	0	-4	2	44*	-3	4	11	-4
OXTR ag	1.0	-0.5	0.8	7.8	-1.0	-0.1	-0.2	-0.5
GPR7 antag	-2	13	-9	-9	-4	24*	-13	-16
MEKK2 WT-MEK5	93	107	105	.	89	102	96	96

49) O=C(CN1CCN(C(=O)c2ccco2)CC1)Nc1cc(C(F)(F)F)ccc1Cl
50) CC(C)CSc1n[nH]c(=S)s1
51) CCc1ccccc1-n1c(SCC(=O)N2CCCC2)nnc1-c1ccccn1
52) Cc1cc(C)n(C(=O)c2cccc(S(=O)(=O)N3CCCCC3)c2)n1
53) Cc1ccc(N2CCN(C(=O)c3cc(C(=O)c4ccccc4C)c[nH]3)CC2)c(C)c1
54) CCOC(=O)c1c(CN(C)C)n(-c2ccccc2)c2cc(Br)c(OC)cc12
compound no.	49	50	51	52	53	54
OXTR potentiate	-14	-12	-3	-9	-13	1
NALP1 inh	9	-11	33	23	0	31
MEKK2mut PB1 HTS	0	0	0	-6	-9	1
V1R ag counter	6.0	0.7	-1.2	-1.2	-0.4	-0.1
GalR3 antag	.	-7	-1	3	2	-1
M18AAP inhibitor	-13	13	3	-5	-13	-2
OXTR ag	7.7	1.1	0.5	-2.2	-1.8	-1.2
GPR7 antag	0	-5	-4	4	-12	-8
MEKK2 WT-MEK5	99	108	96	66	92	112
